Yeast superoxide – lowers age-related superoxide in aged yeast cells; S. cerevisiae aged cells, superoxide DHE fluorescence; hits give low values; superoxide response (% of plate mean), % at 10 µM; 0.18% of 330,000 active;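 active means superoxide response under a set limit, about three screen SD below normal, cut at about 65% in these data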;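 further: yeast aged for seven days with compound at 30 °C before DHE staining; 100% = average MFI of all compound-treated wells on the plate with controls excluded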
MCL1 BIM primary – inhibitors of human MCL1 binding to BIM-BH3 peptide | GST-MCL1 / FITC-Bim-BH3 fluorescence polarization | inhibition, % at 10.9 µM | 0.68% of 320,000 active;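 active means inhibition above the mean inhibition of all tested compounds plus 3 SD, set per campaign, cut at about 40% in these data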;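 further: 0% = DMSO wells and 100% = unlabeled Bim-BH3 peptide control; higher means more loss of mP so more displacement of Bim peptide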
Target sequence (Q07820 whole entry, looked up): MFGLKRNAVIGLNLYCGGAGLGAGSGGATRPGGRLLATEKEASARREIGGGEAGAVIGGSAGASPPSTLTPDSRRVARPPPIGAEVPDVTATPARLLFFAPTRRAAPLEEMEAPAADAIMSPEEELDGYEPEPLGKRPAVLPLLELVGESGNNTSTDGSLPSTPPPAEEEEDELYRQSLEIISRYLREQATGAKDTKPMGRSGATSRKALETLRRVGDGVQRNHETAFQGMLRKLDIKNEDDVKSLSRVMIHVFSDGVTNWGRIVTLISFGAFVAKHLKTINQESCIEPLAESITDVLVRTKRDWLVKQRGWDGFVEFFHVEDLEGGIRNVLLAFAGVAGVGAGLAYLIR
BCLXL inh – blocks human Bcl-xL binding to Bim BH3 peptide; Q07817; GST-Bcl-xL / FITC-Bim BH3 peptide fluorescence polarization; inhibition, % at 10.9 µM; 0.7% of 320,000 active; AID 2129;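 active means inhibition above the mean of all tested compounds plus 3 SD, cutoff set per campaign, cut at about 30% in these data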;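 further: 0% = DMSO wells and 100% = unlabeled Bim-BH3 peptide competitor; inhibitors lower millipolarization by displacing the labeled peptide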
CIT2 TOR yeast – modulators of TOR pathway CIT2-GFP in S. cerevisiae; S. cerevisiae CIT2-GFP strain, flow cytometry, 3 h; 100 means same as DMSO wells; GFP response vs DMSO, % at 10 µM; 0.065% of 320,000 active; AID 2029;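 active means GFP response relative to DMSO above a set limit, near the screen mean plus 3 SD, cut at about 150% in these data; inconclusive means Fewer than 70 cells measured for a yeast strain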;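 further: ratio of well median GFP fluorescence to mean of DMSO wells on the plate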
GRK2 aptamer HTS – inhibitors of human GRK2 displacing RNA aptamer; P25098; 0.59% of 330,000 active; inhibition of aptamer binding, % at 10 µM; bead flow cytometry, FAM-aptamer displacement from GRK2;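 active means inhibition of aptamer binding above 40%, roughly 3 SD of noise, on plates passing a quality check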;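 further: median bead fluorescence of bound FAM aptamer so fluorescent compounds give negative values; no value below 0 was filed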
Target sequence (P25098 whole entry, looked up): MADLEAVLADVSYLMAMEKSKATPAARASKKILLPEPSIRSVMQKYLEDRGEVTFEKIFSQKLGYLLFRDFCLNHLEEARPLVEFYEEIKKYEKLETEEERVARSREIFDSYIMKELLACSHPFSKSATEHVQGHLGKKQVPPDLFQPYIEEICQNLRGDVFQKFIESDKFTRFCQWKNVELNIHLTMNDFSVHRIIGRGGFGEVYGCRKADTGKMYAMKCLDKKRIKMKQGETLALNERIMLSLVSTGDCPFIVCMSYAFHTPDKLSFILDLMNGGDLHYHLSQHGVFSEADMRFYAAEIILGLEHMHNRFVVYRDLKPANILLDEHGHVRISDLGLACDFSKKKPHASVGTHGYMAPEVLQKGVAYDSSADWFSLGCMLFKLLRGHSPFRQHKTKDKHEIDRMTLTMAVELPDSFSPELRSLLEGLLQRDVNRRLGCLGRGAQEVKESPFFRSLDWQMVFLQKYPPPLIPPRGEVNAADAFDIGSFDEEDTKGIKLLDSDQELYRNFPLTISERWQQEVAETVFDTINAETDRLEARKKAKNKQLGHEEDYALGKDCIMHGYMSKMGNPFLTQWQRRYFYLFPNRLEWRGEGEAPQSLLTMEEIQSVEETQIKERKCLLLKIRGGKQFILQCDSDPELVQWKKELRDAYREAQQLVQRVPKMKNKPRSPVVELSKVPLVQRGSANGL
AGP1-GFP MLPCN – alters AGP1-GFP fluorescence in TOR pathway yeast screen. S. cerevisiae AGP1-GFP multiplex flow cytometry, 3 h; GFP as percent of DMSO wells. 0.02% of 320,000 active. GFP response vs DMSO, % at 10 µM;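 active means GFP response relative to DMSO above a set limit, near screen average plus 3 SD, cut at about 150% in these data; inconclusive means fewer than 70 cells counted for the yeast strain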;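 further: median GFP channel fluorescence of the gated AGP1 strain per well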
VLA-4 inh – inhibition in a human VLA-4 binding assay; inhibition, % (about 7 µM as worked out from the volumes in the protocol); 0.2% of 330,000 active; AID 2557; P13612; VLA-4 expressing cells, ligand binding flow cytometry; in the data active means inhibition above about 50%
GLD-1 TGE inh – GLD-1-TGE RNA interaction inhibition (C. elegans); purified GLD-1 + fluorescein TGE RNA, fluorescence polarization; Q17339; inhibition, % at 5.96 µM; 0.44% of 320,000 active;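 active means percent inhibition above a per-plate cutoff, the plate mean of test compounds plus 3 SD, cut at about 30% in these data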;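 further: 0% = DMSO wells with GLD-1 and probe and 100% = wells lacking GLD-1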
MEX-5 binding – C. elegans MEX-5 TCR-2 RNA binding activity; activity score (negative = inhibition of binding), % at 10 µM; Q9XUB2; 0.38% of 300,000 active; MEX-5/FITC-TCR2 RNA binding, fluorescence polarization; hits give low values;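 active means inhibition past about -25% in most replicates, and total fluorescence under double the plate's negative control median, limit read from the data; inconclusive means replicates evenly split on the limit, or fluorescence at least double controls; inactive means too little inhibition in most replicates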;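 further: 0% = DMSO and -100% = 5 µM competing unlabeled TCR2 RNA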
Numbers without * were called inactive; i = inactive; ? = inconclusive; . = not tested or not shown; [ ] = remark or other dose.

structure,Yeast superoxide,MCL1 BIM primary,BCLXL inh,CIT2 TOR yeast,GRK2 aptamer HTS,AGP1-GFP MLPCN,VLA-4 inh,GLD-1 TGE inh,MEX-5 binding
COCCSc1ccccc1C(=O)N1CCc2ccccc21,103.0,.,.,99.6,0.0,97.4,-5.9,.,2.2
COc1ccc(F)cc1S(=O)(=O)Nc1cc2c3c(c1)CCN3C(=O)CC2,112.7,10.9,6.4,96.6,0.0,96.9,-27.5,3.3,1.4
COc1ccc(C(C)=O)cc1COc1cccc2c1OC(C)(C)C2,99.0,.,.,93.2,0.0,91.8,0.9,.,0.5
Cc1ccc(CC(=O)O/N=C(\N)c2ccncc2)cc1,90.6,-3.7,1.2,88.9,0.0,96.7,3.1,4.0,-1.1
CCSc1nnc(NC(=O)CSc2nnc(Cc3cccn3C)n2CCc2ccccc2)s1,72.3,0.4,3.6,108.5,2.0,106.0,0.7,1.6,0.8
CCOc1ccc(S(=O)(=O)NCCC(=O)NCc2cccnc2)cc1,96.6,-4.8,0.3,93.4,1.0,93.2,-5.2,-0.9,1.1
CCc1cc(C(=O)OC)c(NC(=O)CC2NCCNC2=O)s1 (centres undefined),103.0,7.0,6.2,93.6,0.0,104.1,-6.3,3.9,-1.0
CCOc1ccc(-n2c(SC)nc3c(c2=O)SCC3)cc1,105.1,4.1,0.8,93.4,2.0,.,-1.2,-3.7,-3.2
CC(C)OC(=O)CC(=O)c1sc2nc3c(cc2c1N)CN(C)CC3,106.9,98.3*,84.4*,90.6,0.0,104.7,5.6,53.4*,-30.6*
O=C1c2ccccc2C(=O)c2c1cccc2N1CCN(CCO)CC1,159.6,60.6*,60.0*,111.7,1.0,110.4,-1.7,48.6*,-8.1
COc1cc(C2c3c(-c4ccccc4)n[nH]c3C(=O)N2c2ccc(C(=O)O)cc2)ccc1O (centres undefined),93.6,-4.1,-2.8,79.2,0.0,91.3,0.2,2.4,-2.0
CC1=C(C(=O)N2CCCC(CCC(=O)NCc3ccc(F)c(F)c3)C2)OCCO1 (centres undefined),92.7,3.0,1.2,99.7,3.0,95.0,-4.5,0.9,2.5
O=C1C(=O)N(CNc2cccnc2)c2ccccc21,120.9,1.4,4.2,.,0.0,.,37.3,1.0,-2.8
O=C1CC(C(=O)N2CCCc3ccccc32)CN1c1ccc(F)cc1 (centres undefined),104.5,10.9,5.7,97.1,0.0,102.3,0.6,6.8,-1.0
O=C(NCCCSc1ccccc1)c1cnc(Cl)c(Cl)c1,100.3,-2.1,-0.3,88.2,0.0,96.5,11.1,-4.5,-0.8
COc1ccccc1NC(=O)C1CCN(S(=O)(=O)c2ccc3c(c2)NC(=O)C(C)S3)CC1 (centres undefined),96.2,-18.5,-4.5,113.5,3.0,107.3,-13.7,-10.7,12.8
O=C(NN=Cc1c(F)cccc1F)c1ccccc1NS(=O)(=O)c1cccs1,88.2,.,.,117.0,0.0,104.0,-8.5,-0.1,.
Cc1noc(C)c1COC(=O)c1ccc2c(c1)OCCO2,96.9,2.9,-0.6,86.4,0.0,94.6,-2.8,2.9,.
CCCNC(=O)c1nc(C)n(-c2cc(Cl)cc(Cl)c2)n1,99.3,2.5,0.2,94.2,0.0,88.7,-3.1,0.4,2.0
CNc1ccc(Br)cc(C(=O)/C=C/c2ccc(Cl)cc2Cl)c1=O,122.9,-44.1,-13.3,103.7,1.0,86.0,i,-16.3,-1.3
CCOC(=O)c1cnc2ccccc2c1Nc1ccc(C(=O)O)cc1,82.4,6.2,10.4,99.3,0.0,95.7,0.0,2.0,-1.7
COc1ccccc1NC(=O)COC(=O)c1cnccn1,105.5,1.9,-1.2,80.4,14.0,84.9,18.2,-2.5,0.3
COC(=O)[C@]1(Cc2ccccc2)N[C@H](CN(C)S(=O)(=O)c2ccc(OC(F)(F)F)cc2)[C@@H]2C(=O)N(C)C(=O)[C@@H]21,95.3,.,.,97.6,2.0,97.3,3.6,-1.9,.
O=C(Nc1ccc(C(F)(F)F)cc1)c1cc(S(=O)(=O)NCC2COc3ccccc3O2)ccc1F (centres undefined),106.4,-0.7,2.1,105.5,0.0,105.1,6.3,7.0,-0.3
CCOc1ccc2[nH]c3c(=O)n(CCC4=CCCCC4)cnc3c2c1,106.3,2.3,0.2,84.7,0.0,92.0,-7.3,3.9,-1.6
CCCN(CCC)C(=O)CSc1nc2n[nH]c(C)c2c(=N)n1-c1ccc(OC)cc1,99.3,-0.1,-1.0,85.2,0.0,96.2,22.5,-4.2,0.1
OCC[C@@H]1C[C@H](O)[C@@H](O)[C@]2(Cc3ccccc3O2)O1,101.3,-1.1,-5.9,81.0,0.0,81.8,18.4,-2.6,0.3
CC(=O)Nc1ccc(N2C(=O)CC(N3CC(C)OC(C)C3)C2=O)cc1 (centres undefined),100.5,5.1,4.2,102.2,0.0,104.5,5.3,2.6,-2.4
Cc1csc(NC(=O)CSc2nnc(-c3ccco3)n2C)n1,104.5,-8.0,-3.5,88.8,3.0,97.8,6.1,-1.6,0.1
CCC(C)[C@H]1CNC(=S)N1CCc1cc(C(F)(F)F)cc(C(F)(F)F)c1 (some centres undefined),104.7,-1.3,-5.6,69.3,1.0,78.3,5.2,10.1,-0.4
COc1ccc(S(=O)(=O)N(C)C[C@H]2Oc3c(NC(=O)Nc4ccc(C(F)(F)F)cc4)cccc3C(=O)N([C@H](C)CO)C[C@@H]2C)cc1,82.8,.,.,.,0.0,.,13.5,11.7,.
COc1ccc(-c2[nH]ncc2/C=C(/C#N)C(=O)NC2CCCCC2)cc1,87.4,-0.1,4.3,90.2,2.0,95.5,0.1,8.5,-2.2
Cc1c(Cl)cccc1N/C(=N/S(=O)(=O)c1cccs1)c1ccccc1,114.8,-1.3,5.5,105.9,0.0,110.7,13.6,9.0,2.0
CC(=O)N1Cc2ccccc2C(C)CC12CCCCC2 (centres undefined),96.3,-0.3,3.3,86.7,0.0,92.5,4.0,-3.7,0.4
O=C(NCc1ccc2c(c1)OCO2)c1ccc(CSCc2ccccc2Cl)o1,107.6,3.7,4.0,105.5,7.0,99.9,11.3,5.3,1.1
COc1ccccc1CNCC(O)(c1ccc(F)cc1)c1ccc(F)cc1,105.1,-0.5,3.8,109.9,0.0,104.0,7.3,-5.1,1.2
CCN(CC)S(=O)(=O)c1ccc2c(c1)nc(CCC(=O)OCC(=O)Nc1c(F)cccc1F)n2C,86.5,-9.9,-1.1,101.4,2.0,99.4,13.7,-0.9,0.5
O=C(Nc1ccc(Br)cc1)C1CCC(=O)N1Cc1ccccc1Cl (centres undefined),105.8,-5.2,-2.8,103.4,3.0,111.0,28.5,-0.4,-2.6
Cc1cc(NC(=O)CN(C)S(=O)(=O)c2cnc[nH]2)ccc1Br,85.6,-3.5,-0.2,98.8,0.0,98.0,21.9,-11.5,-0.7
COc1cc(CC(=O)OCC(=O)NCc2cccs2)cc(OC)c1OC,99.2,.,.,100.4,0.0,108.7,38.3,-0.5,.
CCOC(=O)CNC(=S)N1CCn2c(nc3ccccc32)C1,76.8,4.8,0.6,102.0,0.0,96.7,1.3,-14.6,2.0
Cc1c(Cl)cccc1NC(=O)C1C2C=CC(C2)C1C(=O)O (centres undefined),105.0,7.6,3.5,102.8,0.0,105.6,14.9,-1.4,0.2
Cc1ccc(S(=O)(=O)NC2=NCN(CCOC(=O)c3ccccc3)CN2)cc1,90.1,1.3,-6.7,104.0,0.0,104.9,.,6.7,-0.3
COc1ccc(-c2nc(SC)n(C(=O)c3ccco3)n2)cc1,105.1,-6.0,-1.3,89.0,0.0,90.6,4.7,-11.8,-0.5
O=c1c2cn[nH]c2[nH]c(=S)n1-c1ccccc1,116.3,-10.3,2.5,94.3,0.0,103.9,0.7,1.1,-5.3
NCCCC[C@H]1CN=C(N)N1CCc1cccc2ccccc12,102.7,2.4,5.1,104.0,0.0,87.5,11.5,-4.7,0.0
C#CCOCCOCCOCCNc1nc(N2CCN(C(=O)[C@H]([C@@H](C)CC)n3cc([C@@H](N)Cc4ccc(O)cc4)nn3)CC2)nc(N2CCN(C(=O)[C@H](Cc3cc4ccccc4[nH]3)n3cc([C@@H](N)C(C)CC)nn3)CC2)n1 (some centres undefined),103.0,0.0,-1.9,109.0,0.0,88.6,11.4,-8.0,4.5
NC(=O)[C@@H]1[C@@H]2C(=O)N(c3ccc(F)cc3)C(=O)[C@@H]2[C@H]2C=Cc3ccccc3N21,110.3,31.7,34.4*,85.7,0.0,98.4,-36.2,20.1,-6.9
O=C(c1cccc(Cl)c1)C1CCCN(Cc2ccc(N3CCNC3=O)cc2)C1 (centres undefined),96.9,-3.6,2.2,89.5,0.0,94.4,5.8,-11.2,-2.1
Cc1ccnc(NC(=O)CCC2CCCCC2)c1,107.3,3.0,1.9,103.4,2.0,105.8,11.8,6.0,0.7
CC(=O)Nc1ccc(NS(=O)(=O)c2cc(-c3cnc(C4CC4)o3)ccc2C)cc1,78.2,-1.8,-2.1,100.1,4.0,96.7,2.4,-1.2,5.1
Cc1ccc(-n2c(SCC(N)=O)nc3c(oc4ccccc43)c2=O)cc1,99.3,-5.0,4.3,104.3,0.0,98.1,17.9,3.9,-0.8
CC12C=CC3(CN(Cc4ccccc4)C(=O)C3C1C(=O)NCc1ccco1)O2 (centres undefined),104.9,-2.7,0.9,119.1,4.0,106.2,-11.7,13.5,-0.5
O=C(O)COC(=O)C1C(c2ccccc2)C(C(=O)O)C1c1ccccc1 (centres undefined),107.6,-7.4,-0.4,101.1,1.0,105.7,6.6,7.1,2.3
CN(Cc1ccco1)C(=O)C(Cc1ccccc1)NS(=O)(=O)c1ccc2c(c1)CCC(=O)N2 (centres undefined),91.5,-2.5,-2.0,108.4,5.0,113.3,-3.6,-1.6,0.8
COc1cccc(CN2CCNC(=O)C2CC(=O)NCCCN2CCCC2=O)c1 (centres undefined),94.7,16.4,14.8,95.5,17.0,95.5,-103.4,23.2,-7.6
COc1cccc(Nc2nc(N)c([N+](=O)[O-])c(N3CCOCC3)n2)c1,102.4,-2.9,0.4,?,2.0,16.9[may fluoresce violet],-2.5,-1.0,-2.5
Cc1cccc(OCc2nnc(SCC(=O)N3CCc4ccccc43)n2C)c1,84.9,-8.3,-3.3,97.2,3.0,89.9,2.3,-0.5,-0.9
C/C(=N\NC(=O)C(N)=O)c1ccc(NC(=O)c2cccs2)cc1,102.5,1.8,-0.2,88.7,2.0,93.7,7.7,-0.1,0.4
CCC(C)OC(=O)n1ccc(C(=O)Nc2nccs2)n1 (centres undefined),99.0,-5.6,1.0,.,1.0,87.3,8.1,-1.2,-0.1

High-throughput results from PubChem BioAssay.
